Compound activity: PubChem BioAssay, Fisher Drug Discovery Resource Center
mcGAS RapidFire: mouse cGAS inhibition by mass spec | inhibition, % at 12.5 µM | hit rate 0.18% among 130,000 | recombinant mouse cGAS, cGAMP by RapidFire MS | Q8C6L5;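 active = inhibition of cGAS enzyme activity at or above 60%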;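 note: enzyme stimulated by 45 bp dsDNA with ATP and GTP substrates; cGAMP share of summed cGAMP plus half ATP and half GTP signals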
Target sequence (Q8C6L5 whole entry, looked up): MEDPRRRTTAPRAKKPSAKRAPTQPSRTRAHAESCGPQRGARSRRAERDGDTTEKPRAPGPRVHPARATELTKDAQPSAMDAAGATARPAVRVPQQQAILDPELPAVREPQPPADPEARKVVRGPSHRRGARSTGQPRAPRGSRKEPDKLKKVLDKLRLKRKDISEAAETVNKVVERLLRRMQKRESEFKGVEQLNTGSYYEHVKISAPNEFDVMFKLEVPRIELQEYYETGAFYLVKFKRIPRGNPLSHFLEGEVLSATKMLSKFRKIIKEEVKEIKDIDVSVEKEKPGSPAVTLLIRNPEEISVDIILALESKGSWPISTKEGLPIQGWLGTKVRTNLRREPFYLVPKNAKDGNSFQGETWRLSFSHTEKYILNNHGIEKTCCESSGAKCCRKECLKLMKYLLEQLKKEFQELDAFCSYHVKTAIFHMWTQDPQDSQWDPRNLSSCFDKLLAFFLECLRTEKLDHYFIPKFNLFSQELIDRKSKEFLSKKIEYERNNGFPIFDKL
* marks the source's active call; other numbers are inactive results; & = joins results of further samples.

SMILES	mcGAS RapidFire
CNC(=O)c1cn(C2CCCCC2)cc(C(=O)NCC2CC3C=CC2C32CC2)c1=O (stereo unspecified)	5
CCC(C(=O)OC)n1cnc2c(nnn2Cc2ccccc2F)c1=O (stereo unspecified)	7
O[C@@H]1CN(c2ncnc3nc[nH]c23)CC[C@H]1N1CCOCC1	8
Cc1ccc2ncc(CCNC(=O)c3ccc(F)cc3F)n2c1	-11
CCc1cc(C(=O)O)sc1C	23
Cc1ccc(-n2c(SCC(=O)N(C)CCC#N)nc3ccccc3c2=O)nc1	-4
CC(=O)c1ccc(S(=O)(=O)N2CCN(C(=O)Oc3ccccc3)CC2)cc1	-8
CCCn1nnnc1CNC(C)(CO)C1CCCCC1 (stereo unspecified)	-2
CCn1c(C2CCN(C(=O)c3cc(-c4ccccc4)on3)CC2)nn(C)c1=O	-23
C=CCN1C(=O)C(=Cc2cccs2)SC1=S	-7
CCC(=O)N1c2ccccc2-c2nnc(SC)nc2OC1c1ccc(C(=O)O)cc1 (stereo unspecified)	-15
O=c1[nH]c2c(-c3nc4ccccc4s3)c(O)cn2c2sc3c(c12)CCCC3	-8
O=C(O)C1(S(=O)(=O)c2ccc(Cl)c(Cl)c2)CCCC1	-1
O=C(Nc1ccnn1C1CCN(C(=O)c2cscn2)CC1)c1ccc2c(c1)OCO2	9
CCn1ccc2cc(C(=O)N(C)C(C)CC(=O)NC)ccc21 (stereo unspecified)	-19
CC(=O)c1cnc2sc(C(=O)Nc3cccc(F)c3)c(C)c2c1	-5
CCC(C)NCc1ccsc1 (stereo unspecified)	-11
COc1cccc(O)c1CN1CCC1c1ccc(F)cc1 (stereo unspecified)	-17
O=C(NC1CC1)C1CCN(S(=O)(=O)N2CCCC2)CC1	-7
CSc1ccc(OCCN(C)Cc2cnn(C)c2)cc1	-3
Cc1cc(-c2csc(NC3CC3)n2)c(C)n1-c1ncn[nH]1	-19
CC1(C(=O)NS(=O)(=O)c2cccc(OC(F)F)c2)CCN1C(=O)CC1CC1 (stereo unspecified)	-9
COC(=O)C(C)n1c(=O)c2c(nc3n(-c4ccccc4Cl)c(C)cn23)n(C)c1=O (stereo unspecified)	-4
CC(N=C(NC#N)Nc1ccncc1)C(C)(C)C (stereo unspecified)	-9&-8
CCn1c(SCC(=O)N2N=C(C)CC2(O)C(F)(F)F)nnc1-c1cc(C(F)(F)F)nn1C (stereo unspecified)	-7
CC1ON=C(c2cccc(Cl)c2)NC1=O (stereo unspecified)	-3
C(=NNc1nc2ccccc2[nH]1)c1c(-c2ccccc2)[nH]c2ccccc12	-3
C=CCN(CC=C)C(=O)c1cn(Cc2ccccc2Cl)nn1	-4
CCCn1cnnc1C(C)NC(=O)c1scc2c1OCCO2 (stereo unspecified)	-25
Cn1c(=S)[nH]c2[nH]c(=O)cnc2c1=O	16
CCCCCCCC(=O)NN=Cc1ccco1	-3
COC(=O)c1ccc(Cn2cc(Cl)cn2)o1	10
O=C(O)c1cc(-c2cccc(F)c2)n2nc(-c3ccccc3)cc2n1	1
CCC(C)(NCc1cc(=O)n2cccc(C)c2n1)c1nc(C)cs1 (stereo unspecified)	-11
CC1CC(C)CN(S(=O)(=O)NCCNC(=O)Cc2cccc(F)c2)C1 (stereo unspecified)	1
COc1ccc(Cl)cc1C1(CNC(C)C(=O)NC(N)=O)CCOCC1 (stereo unspecified)	14
CCNC(=O)CNC(=O)Nc1ccc2oc(CC(C)(C)C)nc2c1	2
CC(=O)C(C)n1c(CN2CC(C)CC(C)C2)nc2c1c(=O)n(C)c(=O)n2C (stereo unspecified)	-15
CN(Cc1cnccn1)C(=O)CC1C(=O)NCCN1Cc1cccc(Oc2ccccc2)c1 (stereo unspecified)	-3
CCc1cc2c(N3CCCCC3C(=O)NC(C)(C)C)ncnc2s1 (stereo unspecified)	4
CC(NC1(C)CCS(=O)(=O)C1)C(=O)Nc1ccc(N2CCCCC2)cc1 (stereo unspecified)	-3
NC(=O)[C@@H]1CCCN1C(=O)c1cc2n(n1)CCCN(Cc1ccccc1)C2	-9
COC(=O)c1ccc(CSc2nc3c(cnn3-c3ccc(Cl)cc3)c(=O)[nH]2)o1	-6
CC(C)c1cc(C(=O)NCCc2nccc(-c3ccccc3)n2)n(C)n1	-11
O=c1scc(C(F)(F)F)n1Cc1ccc(Br)cc1	-10
CC1COCCN1CC(=O)Nc1cccc(CSc2ccccn2)c1 (stereo unspecified)	-15
Cc1ncc(CN(C)C(=O)Nc2ccc(N(C)C3CCCCC3)c(F)c2)s1	1
COc1ccc(-c2ccnc(N)c2)c(C)c1	-34
Cc1ccc(NC(N)=Nc2nc3c(c(=O)[nH]2)CCC3)cc1Cl	-2
CC(C)c1cc(C(=O)N2CCNCC2C(=O)N2CCOCC2)cs1 (stereo unspecified)	-14
O=C(Cc1noc(-c2cscn2)n1)Nc1ccc2c(c1)OCCO2	-8
CN(CCn1cccn1)S(=O)(=O)c1cccc(Cl)c1C#N	-9
COCC(=O)Nc1cccc(-c2cccc3ccnn23)c1	-11
O=C(O)c1ccc(=O)n(Cc2ccccc2Cl)c1	-3
Cc1cc(OCC(=O)N2CCCN(C(N)=O)CC2)ccc1Cl	-6
Cn1c(-c2c(-c3ccccc3)ncn2CCc2cnc[nH]2)cc2ccccc21	-19
O=c1ccc(-c2cccnc2)nn1CCNS(=O)(=O)c1cccs1	-6
c1c(-c2nnc(CN3CCOCC3)o2)sc2c1CCCC2	-7
CC(CNS(=O)(=O)c1ccc2ccccc2c1)N1CCc2ccccc2C1 (stereo unspecified)	-13
COc1ccc(CN(C)C(=O)c2ccc(Cl)c(S(N)(=O)=O)c2)cc1	-1

The listing continues.
SMILES	mcGAS RapidFire
CC1=NN(C(=O)CC#N)C(O)(c2ccc(F)cc2)C1 (stereo unspecified)	2
CN1C(=O)CC(C(=O)Nc2cccc(Cl)c2)SC1=Nc1cccc(F)c1 (stereo unspecified)	-2
O=C(c1n[nH]c2c1CCCC2)N1CCN(c2cc(Cl)ncn2)CC1	5
Cc1cnc(C(=O)Nc2cc(C(F)(F)F)ccc2N2CCOCC2)cn1	-7
CNC(=O)c1nnc2n1C(c1ccccc1)CN(C(=O)c1ccc(F)c(C)c1)C2 (stereo unspecified)	-7
COCCn1c(SCC(=O)Nc2ccccc2SCC(N)=O)nnc1-c1ccncc1	2
COCC(Nc1nc(-c2ccncc2)nc2c1CNC2)c1ccnn1C (stereo unspecified)	-6
CC(C)[C@H](N)C(=O)OCC(CO)OCn1cnc2c(=O)[nH]c(N)nc21 (stereo partly specified)	-4
Cc1cc(C(=O)Nc2cc(C(=O)N3CC(C)CC(C)C3)ccc2C)on1 (stereo unspecified)	-13
COc1cc(/C=N\n2c(=O)c(C(C)(C)C)nn3cnnc23)ccc1OC(=O)c1ccccc1C	-8
Cn1c(=O)c2c(SCC(=O)Nc3cc(C(F)(F)F)ccc3Cl)nc(C3CC3)nc2n(C)c1=O	3
Cc1ccn(-c2cncc(-n3ccc(C)n3)n2)n1	0
COC(=O)c1cc(=O)c2c([N+](=O)[O-])ccc(OC)c2o1	-8
COc1ncc(CN2CCC(CNC(=O)NC(C)C)C2)cn1 (stereo unspecified)	-13
O=S(=O)(NCc1ccccc1)NCc1cccnc1	-14
Cc1ccccc1OCC(=O)N=Nc1c(O)[nH]c2c(Br)cc(Br)cc12	-1
COCCN=C1NN=C(c2ccc(C(C)(C)C)cc2)CS1	-4
COc1ccc(C(=O)N2CCCC(N(C)Cc3ccccc3)C2)cc1F (stereo unspecified)	-5&5
COCC1CCCN(C(=O)c2ccc(-c3ccc(CCC(=O)O)cc3)nc2)C1 (stereo unspecified)	-7
COc1cc(NCc2cccc(C)c2)cc(OC)c1	-1
CS(=O)c1nncn1Cc1cc(Br)ccc1F (stereo unspecified)	-38
CCCN1CCC(Cc2noc([C@@H](N)Cc3ccccc3)n2)CC1	-11
CCOC(=O)C1(C)CCN1C(=O)c1ccc(F)c(C)c1 (stereo unspecified)	0
O=C(Cn1nnnc1CN1CCCCCC1)N1CCOCC1	-2
Cc1cc(Cl)ccc1OC(C)C(=O)N1CC(C(N)=O)Oc2ccccc21 (stereo unspecified)	-1
O=S1(=O)NC(c2ccccc2Cl)Nc2ccccc21 (stereo unspecified)	-5
COc1cccc(C(=O)Nc2cc(-c3cccs3)nn2-c2nc(C)cc(=O)[nH]2)c1OC	-2
O=C(COC(=O)C1=COCCO1)Nc1cc2[nH]c(=O)[nH]c2cc1Br	0
C#CCNC(=O)Cc1ccc(NS(=O)(=O)c2cc(Cl)cc(Cl)c2)cc1	4
COc1ccc(C(C)=O)cc1CN1C(=O)C(C)ON=C1c1ccco1 (stereo unspecified)	-6
CN1CC(=O)N2CCN(C(=O)CCn3nnc4ccccc43)CC2C1=O (stereo unspecified)	-2
CCn1ccc(C(=O)Nc2nc(-c3ccccc3)c(-c3ccccc3)s2)n1	-9
Fc1ccc(C2=Nc3nc(C(F)(F)F)nn3C(c3ccc4c(c3)OCO4)C2)cc1 (stereo unspecified)	-11
COc1ccc(-c2nn(-c3ccccc3)cc2C2=NN(S(C)(=O)=O)C(c3ccco3)C2)cc1 (stereo unspecified)	-3
CCN(Cc1nccn1C)C(=O)c1ccc(N2CCC(C)CC2)nc1	5
CC(C)(CNC(=O)NCC1CN2CCCC2CO1)c1cccs1 (stereo unspecified)	-8
O=c1cc(CSc2nnc(-c3ccncc3)n2C2CC2)nc2sccn12	-1
O=C1NC(Cc2cscn2)c2nc(COc3ccccc3)ncc21 (stereo unspecified)	-2
COCC(NC(=O)CCn1c(C)cc(C)nc1=O)c1ccccn1 (stereo unspecified)	-8
Cc1ccc(S(=O)(=O)N2CCN(c3ccccc3F)CC2)cc1	-2
CC(=O)c1c(C)oc2ccc(O)cc12	-7
CCOC(=O)C1=C(COC(=O)c2cc3c(s2)CCCC3)NC(=O)NC1c1cccs1 (stereo unspecified)	-10
COc1cccc(C(=O)N(C)C)c1O	-3
NCC1CCN(Cc2ccc(C(F)(F)F)cc2)C1 (stereo unspecified)	-11
CCN(CC)c1ccc(N)cc1S(=O)(=O)Nc1ccc(OC)cc1	1
Cc1ccc(S(=O)(=O)NC(=O)C2(C)CCN2C(=O)c2ccccc2)nc1 (stereo unspecified)	-10
CC(C)C(NC(=O)c1cccc2nnnn12)c1nnc2n1CCNCC2 (stereo unspecified)	-10
Cc1ccc(C(=O)N(C)CC(=O)NC(C)C)cc1C	-9
COc1cccc(C(=O)NCC2CCCN(Cc3nc4ccccc4[nH]3)C2)c1OC (stereo unspecified)	-7
O=S(=O)(N1CCCC1)N1CCc2ccc(Br)cc21	1
CCN(CC)CCn1c(-c2ccc(C)cc2)nc(=S)c2c1CC(C)(C)OC2	2
OCC1(CCOc2ccccc2)CCCNC1 (stereo unspecified)	-10
N#Cc1ccc(NCc2ccc(S(=O)(=O)NCC3CCCO3)cc2)nc1 (stereo unspecified)	-8
CCn1nc(C(=O)NNC(=O)c2c(C)noc2C)c2ccccc2c1=O	0
COc1ccccc1CN(Cc1cccnc1)C(=O)c1sc(C)nc1C	-8
N#CCCCOC(=O)C1CC(O)CN1C(=O)COc1ccccc1 (stereo unspecified)	-7
CC(C)C(C(=O)N1CCN(Cc2ccncc2)CC1)N1CCCC1 (stereo unspecified)	-4
Cc1cccc(C(C(=O)NCCSc2nnc(C)s2)N(C)C)c1 (stereo unspecified)	-4
O=C(O)N1CC(=S)CSC1=O	-14
CC(=O)N(C)C1CCN(C(=O)c2ccc(NCc3sccc3C)cc2)C1 (stereo unspecified)	0

The final 2 records of the part above are carried over, then new ones follow.
SMILES	mcGAS RapidFire
O=C(O)N1CC(=S)CSC1=O	-14
CC(=O)N(C)C1CCN(C(=O)c2ccc(NCc3sccc3C)cc2)C1 (stereo unspecified)	0
COc1cccc(NC(=O)NCCS(=O)(=O)c2c(C)[nH]c3ccccc23)c1	30
Brc1ccc(-c2csc(NNC3=NCCCCC3)n2)cc1	-3
COc1cccc(S(=O)(=O)CCN2CC(C)OCC2C)c1 (stereo unspecified)	-6
CN(Cc1cccc(Cl)c1)C(=O)NCc1cc(F)cc(F)c1	-16
COCCNC(=O)C1(C)CCCN(Cc2csc3ccccc23)C1 (stereo unspecified)	-1
CCCCCOc1ncnc2c1sc1nc3c(cc12)COC(C)(C)C3	-26
O=C(Nc1nncs1)C1(Sc2ccccc2)CCCC1	-10
O=C(c1cccs1)N1CCC(C(=O)N2CCN(Cc3ccc(Cl)s3)CC2)CC1	-8
Cc1nc(CN2CCN(C(C)C(=O)Nc3nc(C)c(C)s3)CC2)no1 (stereo unspecified)	-3
Cc1cccc(-c2cc(NCCc3cccnc3)n3nccc3n2)c1	-6
N#C/C(=C\c1ccccc1O)C(=O)N/N=C\c1ccc(Cl)cc1	-12
CNc1cc(-c2cnc(-n3cnnc3)c(C)c2)c2cc[nH]c2n1	-15

Grouped by structure, the compounds so far containing an NH in an aromatic ring.
SMILES	mcGAS RapidFire
O[C@@H]1CN(c2ncnc3nc[nH]c23)CC[C@H]1N1CCOCC1	8
O=c1[nH]c2c(-c3nc4ccccc4s3)c(O)cn2c2sc3c(c12)CCCC3	-8
Cc1cc(-c2csc(NC3CC3)n2)c(C)n1-c1ncn[nH]1	-19
C(=NNc1nc2ccccc2[nH]1)c1c(-c2ccccc2)[nH]c2ccccc12	-3
Cn1c(=S)[nH]c2[nH]c(=O)cnc2c1=O	16
COC(=O)c1ccc(CSc2nc3c(cnn3-c3ccc(Cl)cc3)c(=O)[nH]2)o1	-6
Cc1ccc(NC(N)=Nc2nc3c(c(=O)[nH]2)CCC3)cc1Cl	-2
Cn1c(-c2c(-c3ccccc3)ncn2CCc2cnc[nH]2)cc2ccccc21	-19
O=C(c1n[nH]c2c1CCCC2)N1CCN(c2cc(Cl)ncn2)CC1	5
CC(C)[C@H](N)C(=O)OCC(CO)OCn1cnc2c(=O)[nH]c(N)nc21 (stereo partly specified)	-4
Cc1ccccc1OCC(=O)N=Nc1c(O)[nH]c2c(Br)cc(Br)cc12	-1
COc1cccc(C(=O)Nc2cc(-c3cccs3)nn2-c2nc(C)cc(=O)[nH]2)c1OC	-2
O=C(COC(=O)C1=COCCO1)Nc1cc2[nH]c(=O)[nH]c2cc1Br	0
COc1cccc(C(=O)NCC2CCCN(Cc3nc4ccccc4[nH]3)C2)c1OC (stereo unspecified)	-7
COc1cccc(NC(=O)NCCS(=O)(=O)c2c(C)[nH]c3ccccc23)c1	30
CNc1cc(-c2cnc(-n3cnnc3)c(C)c2)c2cc[nH]c2n1	-15

Not all compounds are listed (hit frequency here may not be typical).
